High-throughput results: PubChem BioAssay, several laboratories
MT1-MMP txn act = MT1-MMP promoter transcription activation. HT1080 MT1-MMP promoter luciferase reporter, luminescence, overnight; hits give high values. activation factor at 10 µM. 0.16% of 86,000 active. AID 750;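 active means activation factor of at least 2 for MT1-MMP transcription at 10 µM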
Candida biofilm = kills Candida albicans biofilms | C. albicans biofilm + clotrimazole, Alamar Blue | inhibition, % at 6 µM | 0.14% of 85,000 active;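 active means inhibition above 20%; inactive means inhibition below 20%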;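 further: preformed 24 hr biofilms exposed to compound for 48 hr; 0% = biofilm without compound and 100% = blank killed by clotrimazole plus chlorhexidine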
PTPN22 inh 2 = inhibitors of human LYP (PTPN22) phosphatase; 0.21% of 96,000 active; AID 640; Q9Y2R2; inhibition, % at 2 µM; recombinant LYP catalytic domain, DiFMUP fluorescence;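 active means inhibition at 2 µM at or above a set limit, the screen mean plus 3 SD, cut at about 24% in these data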;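 further: 0% = DMSO with enzyme and 100% = enzyme fully blocked by orthovanadate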
VCAM1 TNFa inh = reduces TNF alpha induced VCAM1 expression in HUVEC. HUVEC TNFa-induced VCAM-1 immunofluorescence, high-content imaging. inhibition, % at 2 µM. 0.48% of 95,000 active;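 active means inhibition above the batch mean plus 3 SD, with images confirmed as a hit by eye, cut at about 37% in these data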;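 further: 0% = TNF-stimulated DMSO wells and 100% = unstimulated control wells; not every result past the cut was called active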
F-actin modifier = alters cytoskeleton assembly in HUVEC cells; inhibition, % at 2 µM; HUVEC TNFa F-actin phalloidin imaging, high content; 0.18% of 91,000 active; AID 836;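 active means inhibition above the batch mean plus 3 SD and confirmed as a hit by visual image inspection, cut at about 30% in these data, passing the limit was not always enough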; further: strong numbers were not always called active
hDAT+cocaine = changed human dopamine transporter uptake under cocaine IC80; LLC-PK1 hDAT cells, [14C]-dopamine uptake with cocaine IC80; actives deviate in either direction; Q01959; 1.3% of 110,000 active; B-score at 10 µM;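 active means Z score or B-score, a plate-position-corrected score, falls beyond the plate's 99.7% confidence bounds, in either direction; inactive means both scores lie inside the 99.7% bounds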;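 further: scored against the spread of the other compound wells on the same plate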
HUVEC tox TNFa = HUVEC cytotoxicity counter-screen, TNF alpha stimulated; HUVEC TNFalpha-stimulated, Hoechst cell count, imaging; 0.17% of 93,000 active; AID 848; cell count reduction, % at 2 µM;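 active means cell count reduction exceeding the screen mean by over 5 SD, scaled to untreated wells per plate, cut at about 78% in these data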;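 further: cells counted after 24 h of TNF alpha exposure following the 1 h pretreatment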
Smad3 inh = Smad3 (human) transcription factor binding inhibition; P84022; inhibition, % at 25 µM; 0.29% of 88,000 active; TR-FRET Smad3/Dy647-FoxH1 peptide binding, europium anti-His; AID 630;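 active means compounds that reduce the energy-transfer binding signal between the protein and its labelled peptide by more than half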;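 further: 0% = Smad3 plus labelled peptide maximal FRET and 100% = peptide-only background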
Target sequence (P84022 whole entry, looked up): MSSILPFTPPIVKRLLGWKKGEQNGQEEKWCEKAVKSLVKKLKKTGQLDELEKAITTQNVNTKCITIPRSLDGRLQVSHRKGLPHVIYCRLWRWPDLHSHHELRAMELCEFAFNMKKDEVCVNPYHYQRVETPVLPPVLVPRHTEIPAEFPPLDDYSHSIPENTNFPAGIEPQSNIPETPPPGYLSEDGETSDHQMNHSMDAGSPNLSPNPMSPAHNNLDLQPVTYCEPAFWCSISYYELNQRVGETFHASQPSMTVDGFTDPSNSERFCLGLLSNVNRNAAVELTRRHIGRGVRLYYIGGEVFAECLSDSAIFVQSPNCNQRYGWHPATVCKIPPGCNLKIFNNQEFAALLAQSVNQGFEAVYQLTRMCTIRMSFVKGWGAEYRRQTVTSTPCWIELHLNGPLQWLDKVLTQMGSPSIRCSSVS
IL1B cytotox = HUVEC cytotoxicity counter-screen, IL-1B stimulated | HUVEC cell count loss, Hoechst imaging | cell count reduction, % at 2 µM | 0.41% of 94,000 active;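 active means cell count reduction more than 3 SD above the screen-wide mean, cut at about 70% in these data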;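 further: normalized per plate to untreated control cells as the no-loss baseline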
The depositor's hits bear a star; nt = no result given; [ ] = remark or other dose. Some of the compounds tested; rates above refer to the full screens.

mol	MT1-MMP txn act	Candida biofilm	PTPN22 inh 2	VCAM1 TNFa inh	F-actin modifier	hDAT+cocaine	HUVEC tox TNFa	Smad3 inh	IL1B cytotox
O=C(NCc1cccnc1)C1c2ccccc2C(=O)N1C1CCCCCCC1 (stereo unspecified)	1.1	0	-9	20	28	0.5	-28	11	4
COc1ccc(NC2=NCC(=O)N2c2ccccc2)c(OC)c1	1.3	8	2	-25	-53	0.41	42	2	34
O=C(OCc1ccc2c(c1)OCO2)c1ccc(S(=O)(=O)N2CCCC2)cc1	1	5	14	-7	-10	0.022	-8	4	-9
CC(C)[C@H](NC(=O)OC(C)(C)C)C(=O)N/N=C/c1cccc2nccnc12	1	-3	3	-8	-9	0.064	-4	-15	11
O=C(c1cnn2c(C(F)(F)F)cc(-c3cccs3)nc12)N1CCN(Cc2ccccc2)CC1	1.3	5	2	-1	4	1.3	-3	3	9
CC(C)(Oc1ccc(Cl)cc1)C(=O)OCC(=O)Nc1ncc(Cl)cc1Cl	0.9	8	18	8	-1	-0.64	15	0	-10
Cc1cc(-c2ccccc2)n2ncc(C#N)c2n1	1	1	nt	nt	nt	-0.8	nt	-4	nt
CSc1cccc(NC(=O)CSc2ccc(Cl)cc2)c1	0.9	-3	7	16	nt	-1	-35	-8	1
CC1CCCCN1CCNC(=O)C1CC(=O)N(c2ccc(F)c(Cl)c2)C1 (stereo unspecified)	1	nt	-11	8	-22	-0.72	12	nt	-23
Cc1cc(S(=O)(=O)NCc2cccnc2)ccc1-n1cnnn1	1	5	-4	8	16	0.14	1	-8	4
Cc1ccc(CNC(=O)c2ccccc2CCc2ccccc2)cc1	nt	nt	7	2	-29	-1.7	2	nt	8
CCCCn1c(SCc2ccc(C(=O)OC)o2)nc2cc(S(N)(=O)=O)ccc21	1	1	-4	-4	18	0.1	27	8	3
O=C(NCCSc1c[nH]c2ccccc12)c1ccc(Br)o1	1	6	3	22	2	-0.00089	-2	4	-31
COc1cccc(Cn2nnc3c(=O)[nH]c(C4CCCN(C(=O)c5ccccc5Cl)C4)nc32)c1 (stereo unspecified)	1.2	nt	-6	-9	25	1.5	-17	nt	-66
Cc1c(CC(=O)O)c(=O)oc2cc(OCc3nn[nH]n3)ccc12	nt	nt	0	2	15	-0.82	-12	nt	-5
Cc1cc(NC(=O)CSc2ncccn2)no1	nt	2	-7	-26	-23	-0.86	-11	-10	4
O=C(Nc1cnn(Cc2ccc(Cl)cc2Cl)c1)c1cc(-c2cccs2)on1	1.1	7	-4	-13	6	-1.1	-7	-3	-11
CCOc1cccc2cc(C(N)=O)c(=NCc3ccccc3)oc12	1	4	-7	1	-14	-0.11	-17	-10	-29
Clc1ccc(CSc2nnc(-c3c[nH]c4ccccc34)o2)cc1	1.2	1	7	-4	9	-0.87	-31	-11	-38
O=C(N/N=C/c1ccccc1Br)c1ccc(CSc2cccc3cccnc23)cc1	0.9	-5	9	-18	2	1.6	0	-5	11
CCn1nnc(NC(=O)COc2ccc(C3CCCCC3)cc2)n1	1	9	9	7	-4	1.7	-5	-11	2
O=C(CCNC(=O)c1ccc(Br)o1)NC1CCCC1	1.1	8	-5	-4	-26	0.022	2	14	-4
Cc1ccccc1OCCCC(=O)Nc1ccccc1C(F)(F)F	nt	nt	11	14	-22	-0.65	3	nt	7
CCN(CC)S(=O)(=O)c1cccc(-c2nc3n(n2)Cc2ccccc2-3)c1	1.1	9	5	1	10	-0.52	-37	-3	1
CC(C(=O)Nc1ncc2c(n1)CC(C)(C)CC2=O)N1C(=O)c2ccccc2C1=O (stereo unspecified)	1.2	4	3	20	22	-0.017	-14	-11	-43
CC(C)N=C(NC#N)SCC(=O)NC(C)(C)C	1.1	6	-10	5	-10	-0.36	-2	5	-6
COc1cc(-c2nc(-c3ccccc3)c(-c3cccs3)[nH]2)cc(OC)c1O	1	-4	2	-1	nt	0.13	7	-12	10
CCn1c(N2CCN(CC(=O)c3c(C)n(C)c4ccccc34)CC2)nc2c1c(=O)[nH]c(=O)n2C	1	6	4	-1	2	0.44	-20	9	-33
CSCc1c(C(=O)Nc2ccc(N3CCOCC3)cc2)oc2ccccc12	nt	3	0	-2	16	-0.78	-40	3	5
O=C(O)CSc1nnc(Cc2ccccc2)n1-c1ccccc1	1.1	-9	11	15	-9	-0.3	-18	-7	-21

Additional entries follow:
Second line of a record – MT1-MMP txn act	Candida biofilm	PTPN22 inh 2	VCAM1 TNFa inh	F-actin modifier	hDAT+cocaine	HUVEC tox TNFa	Smad3 inh	IL1B cytotox
- O=C1CC(N2CCN(C/C=C/c3ccccc3)CC2)C(=O)N1Cc1ccc(N2CCCC2=O)cc1 (stereo unspecified)
 : 1.1	4	-1	-11	14	0.36	-39	4	-74
- CCc1ccc(OCC(=O)OC2CCS(=O)(=O)C2)cc1 (stereo unspecified)
 : 0.9	7	-8	-5	-19	0.079	-24	4	-5
- O=c1cc(N2CCN(Cc3ccccc3)CC2)c(-c2ccccc2)n[nH]1
 : nt	nt	-7	7	-28	-0.67	0	nt	-50
- O=C(Nc1cccc(Cn2cccn2)c1)c1cc2c(s1)CCCC2
 : 1.3	-2	1	-17	-1	0.44	17	-10	-3
- Cc1cccc(N(CC(=O)NCC2CCCO2)C(=O)CCC(=O)Nc2cc(C)on2)c1 (stereo unspecified)
 : 1.1	4	nt	nt	nt	0.73	nt	-17	nt
- O=C(NC1CCCCC1)C(c1cccs1)N(Cc1cccs1)C(=O)c1cccs1 (stereo unspecified)
 : 1	8	-7	7	-30	-0.47	-22	-2	26
- N#Cc1nc(-c2cccs2)oc1N1CCN(c2ccccc2)CC1
 : 1	2	6	nt	nt	-0.14	nt	12[fluorescence artefact?]	-22
- COC(=O)c1cccc(NS(=O)(=O)c2ccc(NC(C)=O)cc2)c1C
 : 1	6	-3	-4	-12	0.033	6	-1	8
- Cc1cc2cc(CNC(=O)c3ccc(S(=O)(=O)N4CCOCC4)cc3)ccc2n1C
 : nt	16	7	-6	-4	0.019	-25	2	5
- Cc1ccc(NC(=O)N2CCC(C(=O)NCc3ccc(F)cc3)CC2)cc1
 : 1.1	8	-7	nt	-4	0.49	nt	-4	25
- CCOC(=O)Cc1cc(=O)[nH]c(Nc2nc3ccccc3o2)n1
 : 1.2	1	5	20	8	-0.27	-1	10	19
- Clc1ccc(C2CC(c3ccccc3)Nc3ncnn32)cc1 (stereo unspecified)
 : 1.1	11	nt	nt	nt	0.14	nt	0	nt
- COc1ccc(-c2nnc(SCC(=O)Nc3sc4c(c3C#N)CCCC4)n2-c2ccccc2)cc1
 : 1.2	11	11	28	-15	0.46	-3	17	-17
- CCN(CC)CCOc1cccc(C(C)C)c1
 : 1.3	9	nt	nt	nt	-1.3	nt	6	nt
- CC(=O)Nc1ccc(S(=O)(=O)N2CCNC(=O)CC2)cc1
 : nt	nt	5	-2	-5	-0.71	-4	nt	-7
- COC(=O)c1cn[nH]c1NC(=S)Nc1ccc(C)cc1Cl
 : 1.7	1	21	-5	-12	0.022	-4	-3	-9
- CCOC(=O)C1CCN(C(c2cccnc2)c2c(NC(=O)c3ccco3)sc(C)c2C)CC1 (stereo unspecified)
 : 1.5	-1	4	4	-32	nt	-22	12	1
- CC(C)C[C@H](NC(=O)Nc1ccccc1F)C(=O)O
 : 1	-1	0	1	8	-0.0054	-15	-1	-22
- CCN1CCN(Cc2ccc(NC(=O)Nc3ccc(OC)cc3)cc2)CC1
 : 1.3	5	nt	nt	nt	0.63	nt	-5	nt
- COCCN(CCOC)c1ncnc2c1cnn2-c1ccccc1
 : 1.2	10	nt	nt	nt	0.041	nt	-1	nt
- Cc1ccnc(NS(=O)(=O)Cc2ccccc2)c1
 : 1.1	8	-12	16	15	1.4	-11	-9	7
- COc1ccccc1N1CCN(CC(=O)Nc2cccc(F)c2)CC1
 : 1	1	-15	-9	-61	0.31	11	3	4
- C=CCn1c(Cc2cccs2)nnc1SCC(=O)c1ccc(F)cc1
 : 1.2	5	4	-7	-3	0.0037	0	4	-32
- Fc1ccc(NCc2nnc(SCc3nnc(-c4ccccc4)o3)n2CC2CCCO2)cc1 (stereo unspecified)
 : 0.9	-5	9	-3	-1	2.4	-18	27[fluorescence artefact?]	-26
- CCOc1cc(/C=C2\C(=O)N(c3ccc(C(N)=O)cc3)N=C2C)ccc1OC(=O)c1cccs1
 : nt	nt	3	9	20	0.55	-21	nt	-7
- Cn1c(SCC(=O)N2CCN(S(=O)(=O)c3ccc(Cl)cc3)CC2)nc2ccccc21
 : nt	nt	-1	14	-29	-0.58	8	nt	-25
- O=C(NCCCN1CCN(CCCNC(=O)c2ccc3c(c2)OCO3)CC1)c1ccc2c(c1)OCO2
 : 1.1	3	9	-10	-3	-0.0033	-1	-3	9

Full records as entered above.
COc1ccccc1N1CCN(CC(=O)Nc2cccc(F)c2)CC1 as listed: MT1-MMP txn act: 1; Candida biofilm: 1; PTPN22 inh 2: -15; VCAM1 TNFa inh: -9; F-actin modifier: -61; hDAT+cocaine: 0.31; HUVEC tox TNFa: 11; Smad3 inh: 3; IL1B cytotox: 4
C=CCn1c(Cc2cccs2)nnc1SCC(=O)c1ccc(F)cc1 as listed: MT1-MMP txn act: 1.2; Candida biofilm: 5; PTPN22 inh 2: 4; VCAM1 TNFa inh: -7; F-actin modifier: -3; hDAT+cocaine: 0.0037; HUVEC tox TNFa: 0; Smad3 inh: 4; IL1B cytotox: -32
